BoNT-A LC inh2: BoNT A light chain protease inhibition | multiplex microsphere protease substrate cleavage, flow cytometry | inhibition, % at 10 µM | 360,000 tested, 0.17% active; note: plate controls were buffer without enzyme for full effect and enzyme alone for no effect
3CLpro inhibitor: SARS-CoV 3CLpro protease inhibition. 290,000 tested, 0.14% active. recombinant SARS-CoV 3CLpro, quenched FRET peptide cleavage. inhibition, % at 6 µM. P0C6X7. AID 1706; in the data active = inhibition above about 12%
Y pestis TopoI: inhibitors of Yersinia pestis topoisomerase I. Y. pestis Topo-I cleavage product accumulation, plate reader. activity, % at 10 µM. 360,000 tested, 0.064% active; in the data active = activity above about 50%, passing the limit was not always enough; inconclusive = no clear call, values can overlap the other calls; note: inactives centre near 2
Vc quorum ag: inducers of Vibrio cholerae quorum light production without autoinducers | V. cholerae BH1578 lux reporter, luminescence, 6 h | activation, % at 18.7 µM | 350,000 tested, 0.16% active | AID 588436; in the data active = activation mostly above about 9.7%, no sharp cut-off; inconclusive = no clear call, values can overlap the other calls; inactive = mostly below about 3.7%; note: not every result past the cut was called active; inactives centre near 0; reference of the scale not given here
PfHsp40 yeast: restores yeast growth despite PfHsp40 toxicity | S. cerevisiae expressing PfHsp40, growth rescue, ATP luminescence | AID 504582 | 340,000 tested, 0.68% active | growth rescue, % at 12.5 µM; in the data active = growth rescue above about 28%, passing the limit was not always enough; inconclusive = no clear call, values can overlap the other calls;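 note: yeast W303a lacking pdr1 and pdr3 grown in galactose medium; growth measured after three days at 30 °C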
DUSP3 inh: DUSP3 (human) phosphatase inhibition. inhibition, % at 13.3 µM. P51452. 290,000 tested, 0.52% active. AID 1654. recombinant VHR phosphatase, pNPP absorbance; in the data active = inhibition above about 50%; note: some compounds called inactive have numbers as strong as hits
Target sequence (P51452 whole entry, looked up): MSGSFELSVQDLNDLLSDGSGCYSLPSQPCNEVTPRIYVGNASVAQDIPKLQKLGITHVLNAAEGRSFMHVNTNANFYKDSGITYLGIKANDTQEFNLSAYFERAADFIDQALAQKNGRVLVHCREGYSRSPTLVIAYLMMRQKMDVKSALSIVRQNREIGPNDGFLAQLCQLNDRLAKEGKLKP
TcdB GH inh: TcdB glycohydrolase inhibition; TcdB glycohydrolase enzymatic assay, plate reader; inhibition, % at 9.99 µM; P18177; 350,000 tested, 0.24% active; in the data active = inhibition above about 10%
PriA SSB inh: K. pneumoniae PriA-SSBct interaction inhibition; 430,000 tested, 0.6% active; AID 1272365; AlphaScreen SSBct-PriA binding, biotinylated peptide; inhibition, % at 33 µM; in the data active = inhibition mostly above about 37%, no sharp cut-off; inactive = mostly below about 20%;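 note: plate controls were negative control peptide for no effect and reference peptide for full effect; strong numbers were not always called active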
Anthrax LF inh2: inhibitors of Bacillus anthracis lethal factor protease | multiplex microsphere protease cleavage assay, LF | P15917 | inhibition, % at 10 µM | 360,000 tested, 0.12% active; note: plate controls were buffer without enzyme for full effect and enzyme alone for no effect
Target sequence (P15917 whole entry, looked up): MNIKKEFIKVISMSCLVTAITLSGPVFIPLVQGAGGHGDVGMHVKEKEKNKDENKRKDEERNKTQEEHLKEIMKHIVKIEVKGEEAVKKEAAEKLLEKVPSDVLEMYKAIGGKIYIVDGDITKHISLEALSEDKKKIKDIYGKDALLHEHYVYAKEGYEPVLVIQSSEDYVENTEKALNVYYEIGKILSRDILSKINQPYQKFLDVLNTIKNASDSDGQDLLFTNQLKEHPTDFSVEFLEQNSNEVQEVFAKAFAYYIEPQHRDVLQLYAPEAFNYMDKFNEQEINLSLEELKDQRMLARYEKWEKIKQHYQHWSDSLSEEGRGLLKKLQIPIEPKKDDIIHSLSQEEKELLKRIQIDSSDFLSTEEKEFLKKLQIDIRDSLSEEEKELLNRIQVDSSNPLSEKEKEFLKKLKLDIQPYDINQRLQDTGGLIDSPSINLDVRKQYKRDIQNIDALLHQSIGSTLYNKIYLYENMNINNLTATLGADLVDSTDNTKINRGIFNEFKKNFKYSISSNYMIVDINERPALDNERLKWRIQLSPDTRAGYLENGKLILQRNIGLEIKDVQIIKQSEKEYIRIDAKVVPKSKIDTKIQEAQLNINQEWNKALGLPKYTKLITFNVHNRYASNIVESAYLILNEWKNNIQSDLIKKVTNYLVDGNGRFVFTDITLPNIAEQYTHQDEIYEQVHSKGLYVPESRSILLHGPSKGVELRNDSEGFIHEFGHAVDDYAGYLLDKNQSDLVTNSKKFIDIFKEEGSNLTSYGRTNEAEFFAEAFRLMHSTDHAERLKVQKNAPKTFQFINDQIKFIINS
CCHF vOTU inh: CCHFV vOTU protease inhibition; Pep-AMC fluorescence; inhibition, % at 11.5 µM; 370,000 tested, 0.55% active; in the data active = inhibition above about 30%; note: 0% = vehicle wells with enzyme and 100% = no enzyme wells
Starred values were filed as active, the others as inactive; i = inactive; ? = inconclusive; nt = no result given. Cut-off read from the data, not from the text of the source, unless noted: active = inhibition above about 30%; inconclusive = no clear call, values can overlap the other calls; inactive = below that. Only part of the results is shown; rates above refer to the full screens.

compound	BoNT-A LC inh2	3CLpro inhibitor	Y pestis TopoI	Vc quorum ag	PfHsp40 yeast	DUSP3 inh	TcdB GH inh	PriA SSB inh	Anthrax LF inh2	CCHF vOTU inh
COc1ccc(C=NCC2COc3ccccc3O2)cc1OC (configuration not stated)	0.1	2	7	i	?	8	-0.8	-21	5	2
CCOc1c(OC)cc(C2C(C#N)=C(N)Oc3n[nH]c(-c4ccncc4)c32)cc1OC (configuration not stated)	-0.2	-2	-9	i	-1.0	30	nt	-9	4	11
Cc1ccc(NC(=O)c2nc[nH]c2C(=O)N2CCC(C)CC2)cc1	-0.9	nt	-7	-0.3	0.8	11	1.3	-1	-3	5
CCC(C(=O)N1CCN(S(=O)(=O)c2sc(C(=O)O)c(C)c2C(=O)O)CC1)c1ccccc1 (configuration not stated)	-3.3	nt	-1	-2.5	0.0	nt	0.3	-2	-10	5
O=C(COC(=O)/C=C/c1ccccc1)Nc1ccccc1Br	0.1	0	22	i	-0.1	-4	0.9	-7	-1	-3
COC(=O)c1ccc(Sc2ccc(Cl)cc2)c(N)c1	-0.3	2	24	-0.4	-0.8	10	nt	-60	-6	-2
C[C@H]1C/C=C/[C@H]2[C@H](O)[C@H](C)[C@@](C)(O)[C@H]3[C@H](Cc4ccccc4)NC(=O)[C@]32[C@H](O)/C=C/[C@](C)(O)C1	-0.9	nt	5	-0.3	nt	nt	nt	nt	-12	nt
CCOc1ccc(NC(=O)CSc2nc3[nH]ncc3c(=O)n2-c2ccccc2OC)cc1	0.3	1	13	-0.2	1.8	40	nt	12	-7	-10
CC1CN(C(=O)C2CCCC2)C(C)CN1C(=O)C1CCCC1 (configuration not stated)	-0.5	1	0	1.6	-0.2	-11	3.1	-1	0	-6
CC(=O)N1CCN(CC(=O)Nc2sccc2C#N)CC1	-0.5	-2	5	-0.7	5.7	-5	1.6	-1	-2	-4
CCC12CN3CC(CC)(CN(C1)C31C(=O)N(C)c3ccc(C)cc31)C2=O (configuration not stated)	-1.5	nt	1	4.3	0.1	18	nt	-10	1	-5
COc1cc(/C=C2\SC(=S)N(N3CCOCC3)C2=O)cc(OC)c1OC	18	9	1	-1.8	1.9	8	nt	9	8	5
COc1ccc(C(=O)c2ccc(OC)c(OC)c2)cc1OC	0.8	2	3	-0.2	-1.2	41	nt	-14	0	-5
O=C(NCc1cccc(Cl)c1)C1CCCO1 (configuration not stated)	-0.3	2	9	i	-1.2	22	-0.2	1	3	-1
COC(CNC(=O)c1coc2nc3ccccc3nc12)OC	-1.4	3	-4	-0.2	1.3	23	0.2	14	1	-144
O=C(c1cc2ccccc2o1)N1CCN(CCOc2ccccc2)CC1	-0.2	nt	-2	5.0	-1.2	nt	1.7	-10	-1	-8
Cn1cc(SCC(=O)Nc2ccc3c(c2)OCO3)c2ccccc21	-1.0	6	-6	-0.2	0.0	8	0.9	5	-16	0
O=C(NCCCn1cccn1)C1CCC(=O)N(Cc2ccccc2F)C1 (configuration not stated)	0.8	-5	2	-0.3	-0.8	-15	-0.3	1	-1	11
COc1ccc(OC)c(NC(=O)C2CCCN(S(C)(=O)=O)C2)c1 (configuration not stated)	-5.9	-2	-19	-0.3	-1.0	11	0.6	-16	-11	8
CCCC1=Nc2cc(C(=O)NCCCOC(C)C)ccc2Sc2ccccc21	0.3	1	4	i	3.6	0	nt	5	2	10

An excerpt from above in order of SMILES length, smallest number first:
compound	BoNT-A LC inh2	3CLpro inhibitor	Y pestis TopoI	Vc quorum ag	PfHsp40 yeast	DUSP3 inh	TcdB GH inh	PriA SSB inh	Anthrax LF inh2	CCHF vOTU inh
COc1ccc(C=NCC2COc3ccccc3O2)cc1OC (configuration not stated)	0.1	2	7	i	?	8	-0.8	-21	5	2
CCOc1c(OC)cc(C2C(C#N)=C(N)Oc3n[nH]c(-c4ccncc4)c32)cc1OC (configuration not stated)	-0.2	-2	-9	i	-1.0	30	nt	-9	4	11
C[C@H]1C/C=C/[C@H]2[C@H](O)[C@H](C)[C@@](C)(O)[C@H]3[C@H](Cc4ccccc4)NC(=O)[C@]32[C@H](O)/C=C/[C@](C)(O)C1	-0.9	nt	5	-0.3	nt	nt	nt	nt	-12	nt

Later entries:
compound	BoNT-A LC inh2	3CLpro inhibitor	Y pestis TopoI	Vc quorum ag	PfHsp40 yeast	DUSP3 inh	TcdB GH inh	PriA SSB inh	Anthrax LF inh2	CCHF vOTU inh
Fc1ccc(CSc2nnc(CN3CCOCC3)n2-c2ccccc2)c(Cl)c1	0.1	0	24	-0.3	-0.8	23	nt	-7	-3	-1
Cc1cccc(C)c1N1C(=O)CC(N(O)c2ccccc2)C1=O (configuration not stated)	-0.9	0	1	-0.3	-0.6	13	nt	1	-7	-5
Cc1ccc(NC(=S)N(CCCN2CCN(C)CC2)Cc2cccs2)cc1	-0.9	0	-1	1.6	-0.7	6	-0.3	-3	-5	11
Cc1ccc(C(=O)NNc2ncnc3ccccc23)cc1	0.3	1	0	i	-0.8	-7	0.9	-10	3	21
FC(F)Sc1ccc(NC(=S)N2CCN(c3ccccn3)CC2)cc1	0.2	1	7	-1.5	-0.4	34	0.8	6	-2	5
COc1cccc(CNC(=O)[C@@H]2CCCN2C(=O)[C@@H]2CCCN2C(=O)c2ccc(Cl)cc2)c1	-0.4	nt	nt	nt	nt	nt	-0.5	nt	-5	1
C#Cc1ccc(NC(=O)C2(C)CCN2C(=O)C/C=C/c2ccccc2)cc1 (configuration not stated)	-0.1	nt	30	i	nt	nt	1.7	nt	-5	8
Cc1ccc(C)c(NC(=S)NNC(=O)c2ccc(Br)o2)c1	-4.8	2	-1	-0.1	0.7	27	nt	-1	0	2
c1ccc(C[n+]2c(-c3ccccc3)csc2Nc2ccccc2)cc1	0.9	-2	1	-0.2	-1.0	15	0.1	2	-2	-1
Cn1cc(CN2CCC(C(O)c3cccs3)CC2)c(-c2ccccc2F)n1 (configuration not stated)	-0.1	-2	4	-3.3	-1.5	13	0.1	-10	-4	25
CC(=O)O/N=C(/C)c1ncc(C(F)(F)F)cc1N1CCOCC1	0.4	6	-1	i	-0.2	-7	nt	nt	-1	-8
CC[C@]1(C(=O)OC)[C@H]2C(=O)N(Cc3ccccc3)C(=O)[C@H]2[C@H]2CN=C(SCc3ccccc3)N21	0.3	nt	35	-2.0	0.2	nt	0.6	-9	-1	7
O=C(CN1CCC(Cc2ccccc2)CC1)NC(=O)NCc1ccco1	-0.3	4	-1	-0.2	-0.5	-4	nt	-5	0	9
CN(Cc1ccccc1F)C(=O)C(Cc1ccccc1)NC(=O)c1ccccc1 (configuration not stated)	nt	nt	-3	-0.1	0.2	nt	nt	-9	nt	nt
CCC(O)C1CCN(C(=O)c2ccc(OC3CCN(Cc4ccccn4)CC3)cc2)CC1 (configuration not stated)	0.1	2	-5	i	0.4	47	-3.0	2	-2	11
COC(=O)c1ccc(C)c(NC(=O)C2CC(=O)N(C3CCCC(C)C3C)C2)c1 (configuration not stated)	0.2	nt	-3	-3.1	-0.3	nt	0.9	1	5	-8
CCCCN(CCCC)C(=S)N/N=C/c1c(C)[nH]n(-c2ccccc2)c1=O	1.2	3	-9	i	-0.2	13	nt	nt	-1	2
CCOc1cc(C(=O)N=c2sccn2C)cc(Br)c1OC	-1.1	-3	9	i	-0.8	19	2.9	-6	-1	7
Cc1cc(=O)n2c(-c3ccc(Cl)cc3)csc2n1	-0.4	2	5	i	2.1	16	0.6	-14	-3	-1
COCCCn1c(SCC(=O)OC2CCCCC2)nnc1-c1cccs1	2.3	-2	9	-2.6	-0.4	35	nt	-2	-2	4
CN(Cc1ccccc1)S(=O)(=O)c1ccc2c(c1)NC(=O)CC(=O)N2	-0.8	8	0	1.1	2.5	7	nt	-2	0	0
Cc1nn(Cc2ccc(F)cc2)c(C)c1NC(=O)c1cc(-c2ccc3c(c2)OCO3)on1	-1.3	-5	14	i	-0.9	15	nt	5	-5	-8
CC(C)(C)S(=O)(=O)/C(C#N)=C/Nc1ccccn1	-0.2	-2	-8	-0.6	0.6	9	-0.1	-3	-1	-12
Cc1ccc(S(=O)(=O)NC2=NCN(C3CCN(Cc4ccccc4)CC3)CN2)cc1	0.0	2	-11	nt	-1.1	27	nt	-10	0	3
CC1=C(C(=O)OCc2ccccc2)C(c2ccc(-c3ccccc3)cc2)NC(=O)N1CCCCCC(=O)O (configuration not stated)	0.6	3	10	i	3.6	9	0.5	-1	1	16
NC(=O)c1cnn(-c2ccc3ccccc3c2)c1N	-0.3	0	-16	-0.4	0.1	30	-0.7	-4	-2	-11
CCNC(=O)COC(=O)CCC(=O)c1ccc(F)cc1	0.8	1	9	-0.5	1.3	-3	-0.1	-8	8	-2
COCCCNC(=O)C1CCC(CNS(=O)(=O)c2ccc3c(c2)CC(C)N3C(=O)C2CC2)CC1 (configuration not stated)	0.1	-4	16	-0.4	-1.1	2	1.0	3	0	5
CC1CCCN(CC(=O)NC(=O)NC2CCCCC2)C1 (configuration not stated)	-0.6	nt	6	-0.3	-0.5	nt	-1.7	-5	-7	9
Cc1ccc(C(=O)Nc2ccc(N3CCOCC3)nc2)cc1	0.0	0	0	-0.2	-1.2	33	nt	7	-12	-3
COC(=O)CNC(=O)CN1C(=O)N(c2ccc(Cl)cc2)C(N(O)C(=O)Nc2ccc(Cl)cc2)C1(C)C (configuration not stated)	1.5	6	-11	3.0	1.9	41	nt	-6	1	4
Cc1ccc(N(CN2CCCC2=O)C(=O)c2ccc(OC(C)C)cc2)cc1	?	1	11	3.5	1.5	-2	nt	-19	-2	-2
N#C/C(=C\c1c(Cl)cccc1Cl)c1nn(-c2ccccc2)c(-n2cccc2)c1C#N	-2.4	-1	3	-0.2	-0.8	14	1.2	6	-14	8
COc1ccccc1N1CCN(/N=C\c2ccc(C)o2)CC1	0.8	3	4	-3.1	-0.5	26	nt	nt	-3	-6
COc1cccc(C(=O)NNC(=O)c2ccccc2-n2cccc2)c1	-0.2	1	4	-0.5	-1.5	11	0.1	4	0	7
CN(CC(=O)Nc1cccc(F)c1)C(=O)C1=COCCO1	0.5	nt	1	i	-0.9	nt	-0.1	3	3	-2
COc1ccccc1NC(=O)CN(C)S(=O)(=O)c1ccc2c(c1)CCC(=O)N2	-1.4	5	-1	-0.3	0.3	29	2.8	-1	-4	-4
O=C(Cn1c(=O)oc2ccccc21)Nc1ccccc1C(F)(F)F	0.4	3	7	i	-0.6	nt	2.4	-4	0	3
C/C(CCc1ccccc1)=N/NC(=O)C(=O)NCc1ccccc1	0.7	-4	3	i	-1.3	14	-2.0	nt	3	-16

Whole records, looked up by structure. Order of screens: BoNT-A LC inh2 | 3CLpro inhibitor | Y pestis TopoI | Vc quorum ag | PfHsp40 yeast | DUSP3 inh | TcdB GH inh | PriA SSB inh | Anthrax LF inh2 | CCHF vOTU inh
`CC(C)(C)S(=O)(=O)/C(C#N)=C/Nc1ccccn1` across the screens: -0.2 | -2 | -8 | -0.6 | 0.6 | 9 | -0.1 | -3 | -1 | -12
`NC(=O)c1cnn(-c2ccc3ccccc3c2)c1N` across the screens: -0.3 | 0 | -16 | -0.4 | 0.1 | 30 | -0.7 | -4 | -2 | -11
`Cc1nn(Cc2ccc(F)cc2)c(C)c1NC(=O)c1cc(-c2ccc3c(c2)OCO3)on1` across the screens: -1.3 | -5 | 14 | i | -0.9 | 15 | nt | 5 | -5 | -8
`Cc1ccc(C(=O)Nc2ccc(N3CCOCC3)nc2)cc1` across the screens: 0.0 | 0 | 0 | -0.2 | -1.2 | 33 | nt | 7 | -12 | -3
`N#C/C(=C\c1c(Cl)cccc1Cl)c1nn(-c2ccccc2)c(-n2cccc2)c1C#N` across the screens: -2.4 | -1 | 3 | -0.2 | -0.8 | 14 | 1.2 | 6 | -14 | 8

Assay outcomes from PubChem BioAssay.
